LmPK inhibitor – LmPK (Leishmania mexicana) enzyme inhibition; purified LmPK, Kinase-Glo ATP luminescence, 1 h; Potency, µM (highest dose often 57.5 µM), without a hit: at the highest dose activity change, negative = inhibition, most hits filed as inhibitors; 0.37% of 290,000 active; AID 1721; note: potency is the fitted concentration of half-maximal effect
Target sequence (Q27686 whole entry, looked up): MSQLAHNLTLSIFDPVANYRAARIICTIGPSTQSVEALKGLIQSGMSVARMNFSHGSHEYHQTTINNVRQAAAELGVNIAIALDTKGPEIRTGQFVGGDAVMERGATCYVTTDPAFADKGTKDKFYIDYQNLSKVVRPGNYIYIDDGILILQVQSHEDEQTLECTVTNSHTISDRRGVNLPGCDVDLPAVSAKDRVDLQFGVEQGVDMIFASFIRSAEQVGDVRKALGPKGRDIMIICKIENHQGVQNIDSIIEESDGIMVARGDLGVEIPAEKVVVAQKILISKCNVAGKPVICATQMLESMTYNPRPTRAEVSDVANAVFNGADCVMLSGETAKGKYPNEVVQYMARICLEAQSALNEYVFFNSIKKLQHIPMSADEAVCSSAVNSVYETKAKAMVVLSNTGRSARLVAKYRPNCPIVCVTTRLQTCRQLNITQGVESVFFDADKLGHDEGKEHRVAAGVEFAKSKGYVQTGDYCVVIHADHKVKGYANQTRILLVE
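Pyruvate kinase activity monitored as ATP production (luciferase luminescence). Conditions: 0.1 nM enzyme, 0.5 mM PEP, 0.1 mM ADP, 1 h, RT; normalized against uninhibited and no-enzyme wells.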
AmpC no deterg – inhibitors of E. coli AmpC beta-lactamase without detergent; P00811; AmpC nitrocefin hydrolysis, absorbance 480 nm, 0.0001% Triton; Potency, µM (series often up to 57.1 µM), inactives show at the top dose activity change, negative = inhibition, usual class: inhibitors; 0.52% of 330,000 active; AID 485341;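 note: potency is the fitted concentration of half-maximal effect; plate controls were no compound for no effect and no enzyme for full effect; nearly all actives have a fitted effect of over 20% in size; some results filed as inactive show a strong effect at the top dose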
Target sequence (P00811 whole entry, looked up): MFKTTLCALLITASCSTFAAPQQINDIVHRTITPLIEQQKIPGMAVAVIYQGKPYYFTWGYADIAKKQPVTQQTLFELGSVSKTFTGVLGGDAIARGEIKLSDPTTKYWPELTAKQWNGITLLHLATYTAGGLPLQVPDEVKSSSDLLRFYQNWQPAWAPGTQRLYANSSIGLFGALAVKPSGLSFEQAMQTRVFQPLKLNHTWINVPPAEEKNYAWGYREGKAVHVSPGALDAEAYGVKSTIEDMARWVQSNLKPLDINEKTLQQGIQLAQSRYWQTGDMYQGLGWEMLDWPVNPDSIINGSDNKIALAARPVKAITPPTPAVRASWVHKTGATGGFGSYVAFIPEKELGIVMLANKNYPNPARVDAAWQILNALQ
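AmpC (5.3 nM in the dispensed reagent) in 20 mM phosphate pH 7.0 with 0.01% (detergent screen) or 0.0001% Triton X-100 was preincubated with compounds for 15 min at room temperature. Nitrocefin was then added from an 800 uM solution, and hydrolysis was followed at 480 nm.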
HCMV inh – inhibitors of human cytomegalovirus; HFF cells, HCMV-luciferase reporter, 72 h; hits give low values; activity change, negative = inhibition, % at 57.5 µM; 4.5% of 410,000 active; AID 1259415; in the data active = activity change below about -60%; inconclusive = no clear call, values can overlap the other calls; inactive = above about -39%
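HFF cells seeded 16 h at 37C, treated with compounds, infected with luciferase-reporter HCMV at MOI 1 PFU/cell; luciferase read at 72 h post infection, normalized to buffer-only and Salinomycin controls.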
AmpC detergent – blocks E. coli AmpC beta-lactamase in detergent assay; AmpC hydrolysis of nitrocefin, absorbance 480 nm, 0.01% Triton; Potency, µM (top dose mostly 114 µM), for inactives: at the highest dose activity change, negative = inhibition, most hits filed as inhibitors; 0.041% of 370,000 active; AID 485294;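 note: potency is the fitted concentration of half-maximal effect; 0% = no-compound wells and -100% = no-enzyme wells; nearly all actives have a fitted effect of over 25% in size; some results filed as inactive show a strong effect at the top dose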
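AmpC (5.3 nM in the dispensed reagent) in 20 mM phosphate pH 7.0 with 0.01% (detergent screen) or 0.0001% Triton X-100 was preincubated with compounds for 15 min at room temperature. Nitrocefin was then added from an 800 uM solution, and hydrolysis was followed at 480 nm.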
AMA1-RON2 inh – inhibitors of Plasmodium falciparum AMA1-RON2 interaction. 0.2% of 360,000 active. AlphaScreen AMA1-biotinylated RON2 peptide binding. Potency, µM (titrated, usually from 58.2 µM), without a hit: at the top dose activity change, negative = inhibition, usual class: inhibitors;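 note: potency is the fitted concentration of half-maximal effect; 0% = vehicle wells and -100% = peptide control; nearly all actives have a fitted effect of over 45% in size; some results filed as inactive show a strong effect at the top dose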
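AMA1 (3D7) with his tag at 25 nM final met compounds first, then biotinylated RON2 peptide at 25 nM; detection used donor plus acceptor beads, 10 µg/mL apiece, read by AlphaScreen after 30 min at room temperature.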
TbPYK inhibitor – blocks Trypanosoma brucei pyruvate kinase; TbPYK enzyme, Kinase-Glo Plus ATP luminescence, 45 min; Potency, µM (titrated, usually from 76.8 µM), inactives show top-dose activity, negative = inhibition, usual class: inhibitors; Q57TT1; 0.12% of 410,000 active; AID 624173; note: potency is the fitted concentration of half-maximal effect; nearly all actives have a fitted effect of over 50% in size
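Luminescent Kinase-Glo Plus end-point after 45 min room-temperature reaction of T. brucei pyruvate kinase started with 130 uM ADP (final). Buffer TEA 50 mM pH 7.2 with KCl, MgCl2, BSA, Tween-20; titration-based qHTS with fitted concentration-effect curves.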
HCV inhibitor – HCV inhibition. Huh7.5.1 HCVcc-Cre infection, luciferase reporter, 44 h. Potency, µM (titrated, usually from 41.8 µM), for the others: at the top dose activity change, negative = inhibition, hits mostly inhibitors. 3.4% of 340,000 active. AID 651820; note: potency is the fitted concentration of half-maximal effect
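A cell-based infection assay in which seeded cells (1,000 per well) receive test compound after 4 h, are inoculated with HCVcc-Cre at approximately 0.5 moi, and are incubated 44 h before luminescence detection.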
* marks the source's active call; other numbers are inactive results; ? = inconclusive; . = no result given; & = joins results of further samples; [ ] = dose if it differs, or a comment. Unless noted, calls come from the whole dose curve; as a rule, active = well fitted curve in the direction sought with a large enough effect; inconclusive = small, poorly fitted or top-dose-only effect, or another doubt; inactive = no such curve, though single readings can be large; an effect the other way counts as inactive or inconclusive. Unless noted, % is set by controls: 0 for no effect and ±100 for the full control effect.

molecule	LmPK inhibitor	AmpC no deterg	HCMV inh	AmpC detergent	AMA1-RON2 inh	TbPYK inhibitor	HCV inhibitor
CC1CCc2cc(F)ccc2N1C(=O)c1cccs1 (stereo not drawn)	0%	12%	-29	-8%	-2%	-1%	1%
Clc1ccc(Cl)c(-c2nn3c(Cn4cnc5ccccc54)nnc3s2)c1	.	.	-29	.	-2%	-7%	-5%
O=C(O)c1ccc(CSCc2ccccc2Cl)o1	2%	-9%	33	-25%	-2%	-3%	0%
COc1ccc(Nc2nc(C(=O)N3CCc4cc(OC)c(OC)cc4C3)cs2)cc1	1%	0%	4	3%	-4%	-11%	?
C=CCN1C(=O)C2C3CC(=O)C(c4ccccc43)C2C1=O (stereo not drawn)	-1%[11.5 µM]	-13%	9	3%	5%	1%	7%
COc1cccc(C(=O)NC(c2ccccc2)C2CCCC2)c1 (stereo not drawn)	3%	-17%	12	-3%	-3%	-25%	2%
COc1cccc(-n2c(SCC(N)=O)nnc2-c2ccncc2)c1	-3%	-13%	-6	1%	8%	0%	12%
COc1ccc(C(C(=O)NC(C)(C)C)N(C(=O)CNC(=O)c2cccs2)c2cccnc2)cc1OC (stereo not drawn)	3%	-15%	-4	4%	6%	5%	12%
O=C(Cn1cnc2c(nnn2Cc2ccccc2F)c1=O)N1CCN(c2ccccc2)CC1	10%	5%	?	-6%	-3%	0%	-3%
CC1CCCCC1NC(=O)COC(=O)c1ccccn1 (stereo not drawn)	3%	-15%	-38	-13%	0%	3%	13%
Cc1ccc(OCCNC(=O)C2CC(=O)N(c3ccc(C)cc3)C2)cc1 (stereo not drawn)	1%	52%	17	2%	-2%	-8%	?
COc1ccccc1CNC(=O)c1cccc(S(=O)(=O)N(C)c2ccccc2)c1	.	-31%	4	-19%	16%	3%	?
CCCCCC(=O)Nc1ccc2oc(-c3ccncc3)nc2c1	-1%	19%	3	-6%	12%	-9%	-26%
CC(=O)NCCc1nc2ccccc2[nH]1	6%	-15%	-1	?	-13%	4%	-26%
COc1ccc2oc(=O)c(-c3nc(-c4cccs4)no3)cc2c1	.	.	2	18%	.	0%	.
COCCCNC(=O)CSc1nc2cc3c(cc2c(=O)n1CCCCCC(=O)NCc1ccc(OC)cc1)OCO3	.	.	24	4%	.	2%	.
COC(=O)Cc1c(O)ccn(Cc2ccc(Cl)c(Cl)c2)c1=O	-2%	-18%	44	4%	-4%	-14%	4%
COc1ccc(CNc2nc(NCc3ccc(OC)cc3)n(S(C)(=O)=O)n2)cc1	-2%	-3%	12	-1%	-6%	-2%	6%&5%
COCC(=O)Nc1c(C(=O)Nc2ccccc2OC)oc2ccccc12	6%	-11%	183	?	11%	-1%	-15%
Cc1cccc(-n2c3nc(=O)[nH]c(=O)c-3cc3c(Cl)cccc32)c1C	.	.	-2	-8%	.	-9%	.
Cc1[nH]n(C)c(=O)c1N=Nc1ccc(S(C)(=O)=O)cc1	-14%	-7%	-15	0%	10%	-4%	14%
Cc1ccc(C)c(NC(=O)c2cnn(-c3ccc(F)cc3F)c2C2CCNCC2)c1	.	.	12	-2%	.	-5%	.
CN(CCCCN1CCOCC1)Cc1nc(-c2ccc3c(c2)OCO3)no1	2%	13%	27	-7%	3%	-2%	-8%
COc1ccc(C(=O)N2CCc3cc(OC)c(OC)cc3C2COc2ccccc2OC)cc1 (stereo not drawn)	.	.	32	5%	.	5%	.
Cc1c(Cl)cccc1S(=O)(=O)N1CCC(C(=O)NNC(=O)C2CC2)CC1	0%	-2%	-3	5%	34%[activator]	1%	10%
CCCN1C(=O)c2ccccc2NC1c1ccc(Br)cc1 (stereo not drawn)	10%	-29%	-9	2%	2%	2%	-46%
CC1(C)C(=O)Nc2ccccc2N1C(=O)CSc1ncccn1	1%	-28%	-38	-3%	-5%	-3%	-3%
Cc1ccc(C(=O)NC(C)C(c2cccs2)N2CCCC2)s1 (stereo not drawn)	10%	-25%	31	2%	0%	1%	19%
Cc1cccc(N2CCN(c3ccc4cc(S(=O)(=O)N5CCC(C)CC5)ccc4n3)CC2)c1C	.	.	21	3%	.	3%	.
CCOc1ccc(S(=O)(=O)N(CC(=O)NCc2ccccc2OC)c2ccccc2)cc1	.	.	-62*	13%	.	-2%	.
O=C1Cc2cc(CCN3CCN(c4nsc5ccccc45)CC3)c(Cl)cc2N1	5%	-1%	.	-6%	.	-4%	.
CCCc1nc2n[nH]c(N)c2c2c1CCC2	1%	-12%	2	-13%	0%	-7%	11%
CCC(C)Sc1ccc(-c2nc3ccccn3c2NCc2ccccc2)cc1OC (stereo not drawn)	.	1%	.	.	12%	-5%	?
O=C(COC(=O)c1cc(=O)[nH]c2ccccc12)Nc1ccc(Cl)c(S(=O)(=O)N2CCOCC2)c1	.	.	-8	.	-18%	-1%	42%[activator]
C=CCc1cccc2cc(C(=O)Nc3ccc(NC(C)=O)cc3)c(=O)oc12	-8%	-14%	-30	-3%	-4%	1%	-15%
Fc1ccc(Br)cc1SCCc1ccncc1	-1%	-18%	-38	-17%	11%	-8%	-26%
COC(C[C@@H](O)[C@@H](C)[C@H](O)COCc1ccccc1)OC	-7%	-7%	-5	-8%	8%	3%	-2%
CC/C(C)=C1/NC(=O)NC1=O	.	.	-25	.	-2%	0%	12%
O=C(NCc1cccnc1)c1ccc(COc2ccccc2Cl)cc1	1%	30%	-73*	-3%	5%	4%	?
COC(CNC(=O)C(=O)Nc1ccc2c(c1)N(S(=O)(=O)c1cccs1)CCC2)OC	.	57%	-4	?	11%	-1%	?
Cc1nc2ccc(NC(=O)c3ccco3)cc2s1	-12%	-8%	30	3%	1%	-10%	14%
N#Cc1ccsc1NC(=O)COC(=O)c1ccc(Br)o1	.	-52%	0	.	-9%	-2%	-15%
O=C(NC(=S)Nn1cnnc1)c1ccccc1Cl	-1%	-25%	-38	-1%	-12%	-27%	7%
CCn1nnnc1SCC(=O)N(C1CCCCC1)C1CCCCC1	0%	34%	-11	2%	-5%	-8%	0%
O=C1CCCC2=C1C(c1cccs1)n1nc(SCc3ccccc3F)nc1N2 (stereo not drawn)	5%	-19%	-32	0%	-4%	2%	?
COc1ccc(CNCCC(c2ccc(OC(C)C)cc2)C(C)C)cc1OC (stereo not drawn)	0%	44%	-104*	?	-4%	-6%	8.9µM*
CCc1ccc(CNC(=O)c2ccc(CS(=O)c3ccc(Br)cc3)o2)cc1 (stereo not drawn)	.	.	11	15%	.	2%	.
CCS(=O)(=O)N1CCC(C(=O)NCCc2ccc(OC)c(OC)c2)CC1	-2%	-4%	39	-11%	4%	3%	17%
CCCn1nc(C(=O)NNC(=O)c2cccc(S(=O)(=O)NC(C)C)c2)c2ccccc2c1=O	-5%	-24%	29	-4%	62%[activator]	5%	?
OC(CCN1CCOCC1)(c1ccc(Cl)cc1)C1CCCCC1 (stereo not drawn)	-10%	98%[activator]	-34	?	-5%	-4%	2%
N#Cc1ccc(N2Cc3ccccc3C2=NC(=O)c2cccnc2Cl)cc1	-2%	-20%	16	-1%	6%	2%	-1%
C=CCSc1nc2c(c(=O)n(C)c(=O)n2C)n1CC	-5%	-10%	-2	?	0%	-5%	6%
CC(Oc1ccc(C#N)cc1)C(=O)Nc1ccc(-n2cnnn2)cc1 (stereo not drawn)	.	-19%	0	?	0%	-6%	8%
CCOc1ccccc1N(CC(=O)N1CCOCC1)S(=O)(=O)c1ccc(SC)cc1	0%	206%[activator]	8	?	9%	0%	10%
CC(C)c1ccc(NC(=O)CN(C)S(=O)(=O)c2ccc3c(c2)n(C)c(=O)c(=O)n3C)cc1	.	.	-12	9%	.	2%	.
C=CCn1c(CC#N)nnc1N1CCOCC1	1%	-3%	-1	5%	52%[activator]	1%	13%
O=c1[nH]c(=O)n(CCc2ccccc2)c(O)c1C=NC1CC1	-1%	-10%	4	0%	5%	-3%	11%
Cc1cc(NC(=O)c2cccc(S(=O)(=O)N3c4ccccc4CC3C)c2)no1 (stereo not drawn)	2%	-7%	10	0%	3%	-14%	?
O=C(Nc1ccc(SC(F)F)cc1)c1cccc2nc3ccccc3nc12	1%	-1%	-37	-6%	-19%	1%	-7%
O=C(CN1CCOCC1)N1CCN(S(=O)(=O)c2ccccc2)C1c1ccccc1 (stereo not drawn)	1%	-8%	-7	-11%	-13%	1%	5%

Compound profiles (already shown). Order of values: LmPK inhibitor, AmpC no deterg, HCMV inh, AmpC detergent, AMA1-RON2 inh, TbPYK inhibitor, HCV inhibitor
CC(C)c1ccc(NC(=O)CN(C)S(=O)(=O)c2ccc3c(c2)n(C)c(=O)c(=O)n3C)cc1 across the screens: ., ., -12, 9%, ., 2%, .
OC(CCN1CCOCC1)(c1ccc(Cl)cc1)C1CCCCC1 (stereo not drawn) across the screens: -10%, 98%[activator], -34, ?, -5%, -4%, 2%
Cc1cc(NC(=O)c2cccc(S(=O)(=O)N3c4ccccc4CC3C)c2)no1 (stereo not drawn) across the screens: 2%, -7%, 10, 0%, 3%, -14%, ?

Further results.
molecule	LmPK inhibitor	AmpC no deterg	HCMV inh	AmpC detergent	AMA1-RON2 inh	TbPYK inhibitor	HCV inhibitor
Cc1cc(C(=O)O[C@H]2[C@H](Cc3ccccc3)NS(=O)(=O)[C@H]3C[C@@H]4C=C[C@]23O4)ccc1[N+](=O)[O-]	.	-21%	19	9%	-10%	2%	3%
Cc1onc(-c2ccccc2Cl)c1C(=O)NNC(=O)C1CCN(Cc2ccccc2)CC1	-3%	-17%	-2	-4%	49%[activator]	1%	-7%
O=C(CN(Cc1ccccc1F)C(=O)c1ccco1)NCc1ccc(F)cc1	1%	-14%	43	-13%	-5%	2%	7%
Cc1cc(NC(=O)CSc2nc3c(cc2C#N)CCC3)no1	-3%	-23%	138	?	3%	-1%	5%
CCc1cc(=O)oc2cc(OC(C)C(=O)O)c(Cl)cc12 (stereo not drawn)	1%	-3%	40	?	14%	2%	10%
CCSc1oc(-c2ccco2)nc1S(=O)(=O)c1ccccc1	8%	-11%	-39	1%	0%	9%	-1%
COc1ccc(CNC(=O)c2cc(-c3ccc(Br)s3)nc3ccccc23)cc1	.	.	-13	18%	.	-5%	.
N#C/C(=C\c1ccc(-c2ccc(C(=O)O)cc2)o1)C(=O)Nc1ccccc1C(=O)O	.	.	16	-8%	.	-3%	.

Screening data from PubChem.
